High-throughput results (PubChem BioAssay)
PglD DTNB: inhibitors of Campylobacter jejuni PglD acetyltransferase. purified PglD enzyme, DTNB colorimetric CoA detection. inhibition, % at 12.5 µM. 360,000 compounds, 0.098% hits; in the data active = inhibition above about 16%, passing the limit was not always enough; inconclusive = no clear call, values can overlap the other calls; also: strong numbers were not always called active
E-selectin induc: induces E-selectin expression in human endothelial cells; HUVEC E-selectin immunofluorescence imaging; normalized: neutral wells 0, TNF-alpha wells 100; activation, % at 7.58 µM; 260,000 compounds, 0.37% hits; AID 686992;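 active = mean E-selectin-positive cell signal at least 10% of the positive control, reached in at least 60% of replicates, without over 20% cell loss; inconclusive = no rule given, readout overlaps actives, possibly toxicity-flagged; inactive = the rest, including those meeting only one limit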;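 also: in these data hits start at about 27%; measured in HUVEC primary endothelial cells; signal is the percent of cells scored E-selectin positive by PE staining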
Target sequence (P16581 whole entry, looked up): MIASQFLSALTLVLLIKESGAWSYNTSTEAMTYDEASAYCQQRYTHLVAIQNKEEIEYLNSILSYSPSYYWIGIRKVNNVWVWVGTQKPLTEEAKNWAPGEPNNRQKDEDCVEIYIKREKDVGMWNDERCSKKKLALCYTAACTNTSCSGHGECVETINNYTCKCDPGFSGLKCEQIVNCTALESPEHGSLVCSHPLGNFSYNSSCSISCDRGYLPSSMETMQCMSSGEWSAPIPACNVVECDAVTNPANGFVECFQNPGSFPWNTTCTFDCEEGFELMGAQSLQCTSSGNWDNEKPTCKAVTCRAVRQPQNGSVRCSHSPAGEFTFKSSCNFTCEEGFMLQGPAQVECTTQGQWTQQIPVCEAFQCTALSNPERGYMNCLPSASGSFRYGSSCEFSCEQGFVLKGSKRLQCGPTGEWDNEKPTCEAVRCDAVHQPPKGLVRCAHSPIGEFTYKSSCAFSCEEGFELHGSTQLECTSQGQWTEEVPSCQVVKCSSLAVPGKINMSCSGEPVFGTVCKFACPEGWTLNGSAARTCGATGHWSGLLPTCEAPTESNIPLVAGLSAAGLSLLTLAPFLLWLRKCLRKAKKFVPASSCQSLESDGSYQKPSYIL
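Test system: HUVEC | Signal: Immunofluorescence imaging | Read-out: Percent E-selectin-positive cells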
S100A4 MyoIIA: blocks human S100A4 binding to myosin IIA peptide; inhibition, % at 10.7 µM; 360,000 compounds, 0.14% hits; S100A4/TAMRA-MyoIIA peptide fluorescence polarization;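 active = mean inhibition of at least 70% across replicates, with every replicate also reaching that level; inconclusive = mean inhibition reaches 70% but some replicates fall short; inactive = mean inhibition below 70%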
Target sequence (P26447 whole entry, looked up): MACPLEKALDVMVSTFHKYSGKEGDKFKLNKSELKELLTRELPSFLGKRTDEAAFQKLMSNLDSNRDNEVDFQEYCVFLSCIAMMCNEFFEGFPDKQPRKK
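Test system: S100A4 monomer protein; Medium: HEPES pH 7.2 with CaCl2, KCl, NaCl, DTT, Triton; Probe or stimulus: TAMRA-labelled myosin IIA heavy-chain peptide probe, 5 nM; Doses: one dose per compound; Times: polarization read 5 min after assay mix addition, stable 5–60 min; Benchmarks: neutral control DMSO, positive control TFP.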
DENV2 CPE rescue: DENV2-induced cell death inhibition; DENV2-infected cells, cytopathic effect rescue, plate reader; CPE inhibition, % at 9.99 µM; AID 651640; 350,000 compounds, 1.7% hits; in the data active = CPE inhibition above about 20%, passing the limit was not always enough; inconclusive = no clear call, values can overlap the other calls; tested in BHK-21 cells;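 also: 0% = median of neutral control wells and 100% = median of positive control wells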
Statin myotox sup: suppression of simvastatin myotoxicity. C2C12 myotubes + simvastatin, ATP luminescence, 48 h; scaled: DMSO 0, geranylgeraniol control 100. rescue of ATP level, % at 7.49 µM. 330,000 compounds, 0.78% hits. AID 602340;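 active = mean ATP rescue above about 67%, or every replicate alone reaching that limit, limit read from the data, passing the limit was not always enough; inconclusive = no clear call, values can overlap the other calls; inactive = mean under the limit and some replicate under it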;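 also: myotubes were challenged with 10 µM simvastatin during compound exposure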
ERp5 inh: ERp5 (human) disulfide isomerase inhibition; inhibition, % at 9.99 µM; AID 651711; ERp5 insulin aggregation, absorbance 650 nm, 90 min; Q15084; 350,000 compounds, 0.05% hits;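 active = mean replicate inhibition above about 25%, with every replicate also reaching it, limit read from the data, passing the limit was not always enough; inconclusive = only one of those two criteria met; inactive = neither criterion met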
SIRT5 block: blocks human SIRT5 desuccinylation of peptide. Purified SirT5, succinyl-peptide AMC, trypsin-coupled fluorescence. inhibition, % at 15 µM. 330,000 compounds, 1.1% hits. AID 652115; in the data active = inhibition above about 15%; inconclusive = no clear call, values can overlap the other calls
Target sequence (Q9NXA8 whole entry, looked up): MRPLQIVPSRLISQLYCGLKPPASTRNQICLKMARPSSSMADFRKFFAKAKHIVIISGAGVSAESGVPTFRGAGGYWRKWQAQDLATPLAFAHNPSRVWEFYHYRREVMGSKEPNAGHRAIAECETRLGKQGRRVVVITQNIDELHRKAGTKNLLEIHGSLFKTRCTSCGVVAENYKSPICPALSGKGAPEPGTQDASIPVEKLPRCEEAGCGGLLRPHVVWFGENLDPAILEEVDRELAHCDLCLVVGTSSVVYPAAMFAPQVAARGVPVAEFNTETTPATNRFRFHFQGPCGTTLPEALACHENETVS
Starred values were filed as active, the others as inactive; ? = inconclusive; . = not tested or not shown; & = joins results of further samples. An excerpt (hit frequency here may not be typical).

Each structure is followed by: Statin myotox sup, PglD DTNB, SIRT5 block, S100A4 MyoIIA, DENV2 CPE rescue, E-selectin induc, ERp5 inh
CCC(C)N(C(=O)CSc1ncnc2c1cnn2-c1ccccc1)C1CCS(=O)(=O)C1 (configuration not stated)
    ., ., -2, 0, -1, -1.4, 0
Cc1nn(-c2ccccc2)c(C)c1NC(=O)COC(=O)/C=C/c1ccccc1
    -6, -6, -3, -2, -3, 0.0, -1
COc1ccc(NC(=O)Cn2c3ccc(OC)cc3c3nc4n(c(=O)c32)CCS4)cc1
    -13, 2, 0, 1, 8, ., -11
COc1ccc(CC(=O)OCC(=O)N(C)C2CCS(=O)(=O)C2)cc1OC (configuration not stated)
    -17, -1, -7, 4, -5, ., -1
O=C(CN1C(=O)NC2(CCCCCCC2)C1=O)Nc1ccc(OC(F)F)cc1
    -5, -2, 2, -6, 9, 0.3, -8
COc1ccc(OC)c(C(O)CNC(=O)CN)c1 (configuration not stated)
    -3, 0, -6, 2, -6, 0.1, -6
CC(C)CN(C(=O)CSc1nnnn1C)C1CCS(=O)(=O)C1 (configuration not stated)
    ., ., -3, 2, -5, -0.5, 0
C#CCNC(=O)C1=C[C@@H](C2CCCCC2)[C@H](CCCO)[C@@H](OCC)O1
    ., 4, ., -33, 13, -0.1, -1
Nc1ccccc1C(=O)NNC(=O)C(=O)/C=C(\O)c1ccccc1
    0, 0, 1, -5, 2, 0.2, 1
CCOC(=O)Cc1csc(NC(=O)CSc2nc(=O)[nH]c3c2CCCC3)n1
    -4, 0, -2, -5, -5, -0.4, 2
O=C(N1CCOCC1)C1(S(=O)(=O)c2ccccc2)CC=CC1
    4, 0, ., -17, 11, -0.1, 5
Cc1ccc(C)c(-c2nnc(NC(=O)CCS(=O)(=O)c3ccccc3)o2)c1
    ., ., 0, 1, 3, 2.2, 4
C/C=C/c1ccc([C@@H]2[C@@H](CO)N(C(=O)c3cnccn3)C23CN(C(C)=O)C3)cc1
    ., ., -4, 4, -3, -0.2, 3
O=C(CNC(=O)c1ccc(Cl)cc1Cl)OCc1cn2cc(Br)ccc2n1
    3, -1, 1, 74*, -7, -0.3, -2
C[C@@H]1CN([C@@H](C)CO)C(=O)c2cc(C#CC3(O)CCCC3)cnc2O[C@@H]1CN(C)C(=O)Cc1ccncc1
    29, -2, -4, -40, 2, -0.1, -3
Cn1c(SCC(=O)Nc2ccc(F)cc2)nc2c([nH]c3ccccc32)c1=O
    -9, -1, 2, 2, -5, 0.3, -1
O=C(NC(NCc1ccccn1)(C(F)(F)F)C(F)(F)F)c1ccco1
    4, -2, -2, -2, 3, ., 4
Cc1ccccc1OCC(=O)N1CCCc2ccccc21
    ., ., 7, 0, -1, 0.2, 0
Cc1ccc(NC2CCCN(C(=O)c3ccccn3)C2)cc1C (configuration not stated)
    -5, -1, 1, -1, -5, ., -12
CCOC(=O)N1CCN(C(=O)C2CCC(=O)N(Cc3ccccc3OC)C2)CC1 (configuration not stated)
    -1, 3, 1, -3, -12, ., -3
Cc1ccc(S(=O)(=O)Nc2ccc3c(c2)C(=O)N([C@H](C)CO)C[C@H](C)[C@@H](CN(C)CC2CCCCC2)OCCCC[C@H](C)O3)cc1
    ., 4, 3, 1, 16, 0.4, -7
CC1(C)CC(N(Cc2ccc(F)cc2)C(=O)c2ccc(F)cc2)CCO1 (configuration not stated)
    ., -3, -2, 3, -1, ., -8
Cc1noc(C)c1NC(=O)N(C)C[C@@H]1Oc2ncc(C#Cc3cccc(F)c3)cc2C(=O)N([C@H](C)CO)C[C@@H]1C
    ., 0, -3, 29, -5, -0.3, 13
O=c1c2ccccc2ncn1CCOc1ccccc1[N+](=O)[O-]
    4, 1, 0, -3, 4, 0.0, -10
O=C(O)CC1(CC(=O)Nc2nccs2)CCCCC1
    ., ., ., 5, -4, -1.4, 3
O=C(CC(c1ccccc1)c1cc(Cl)ccc1O)N1CCCC1 (configuration not stated)
    ., 2, 1, -4, -2, 0.4, -7
CCC(=O)N(C)C[C@@H]1Oc2cc(C#CCC3CCCC3)ccc2S(=O)(=O)N([C@@H](C)CO)C[C@H]1C
    -34, 2, 9, 6, 10, 0.6, 8
CCc1ccc(NC(=O)CNC(=O)[C@@H]2Cc3ccccc3CN2C(=O)OC(C)(C)C)cc1
    7, 0, 3, -1, 8, ., -1
CCS(=O)(=O)N1CCCCN2[C@H](C1)[C@@H](c1ccc(C#Cc3ccccc3OC)cc1)[C@@H]2CO
    ., 1, -1, -9, 40*, 0.3, -1
COc1ccc(-c2cc(NC=O)c3ncc(-c4ccc(OC)c(OC)c4)n3c2)cc1
    -240, 1, ., -8, ?, 0.4, -13
COc1cccc2cc(C(N)=O)oc12
    ., ., -4, 0, 4, 3.5, 2
Cc1ccc(N(CC(=O)NC2CCCC2)C(=O)CCC(=O)Nc2nccs2)c(C)c1
    -2, -4, 7, 4, 0, 0.3, 7
CCC1Oc2ccc(C)cc2N(CC(=O)NCCCN2CCCCC2C)C1=O (configuration not stated)
    -5, 4, -4, -64, 5, ., 0
O=C(COc1ccccc1[N+](=O)[O-])Nc1cc(Cl)ccc1C(=O)O
    ., ., -2, -5, -3, ., 3
C[C@H](CO)N1C[C@H](C)[C@H](CN(C)C(=O)c2cnccn2)Oc2ncc(-c3cccc(C#N)c3)cc2C1=O
    5, 1, 6, 6, -9, -0.3, -2
COc1ccc(S(=O)(=O)N[C@H]2CC[C@H](CC(=O)NCCc3ccccc3)O[C@@H]2CO)cc1
    -2, -2, -5, 11, -3, 0.5, 6
O=C(CN1C(=O)COc2ccccc21)NCCC1=CCCCC1
    18, 3, -5, 2, 11, ., 0
C[C@H](CO)N1C[C@H](C)[C@H](CN(C)S(=O)(=O)c2cn(C)cn2)Oc2ccc(NC(=O)Nc3ccc4c(c3)OCO4)cc2C1=O
    ., 0, 0, 16, 14, -1.6, 1
O=C(CCCN1C(=O)c2ccccc2C1=O)N1CCOCC1
    ., ., 0, -5, 1, ., -1
CC1(C)CC(=O)C(Sc2ccccc2C(=O)O)=C(O)C1
    ., ., -3, 0, -9, ., 0
COC(=O)c1nc2n(n1)C(c1ccc([N+](=O)[O-])cc1)C(C(=O)Nc1ccc(Cl)cc1)=C(C)N2 (configuration not stated)
    ., ., 4, -4, -3, ., -2
C=CCc1cccc2ccc(=O)oc12
    ., ., -2, -1, ., ., 1
CO[C@H]1CN(C)C(=O)c2ccc(NC(=O)C3CC3)cc2OC[C@@H](C)N(Cc2ccc(F)cc2)C[C@H]1C
    11, -1, 3, 10, -3, -0.1, -3
COc1ccc(NC(=O)CC2Nc3ccccc3NC2=O)c([N+](=O)[O-])c1 (configuration not stated)
    ., ., 1, 6, -8, ., 4
CC(=O)NC(c1cc(Cl)c2cccnc2c1O)C(C)C (configuration not stated)
    81*, 1, ., -3, 42*, 0.4, -7

Copied from the list:
PglD DTNB with CCC1Oc2ccc(C)cc2N(CC(=O)NCCCN2CCCCC2C)C1=O (configuration not stated) → 4
DENV2 CPE rescue with O=C(CCCN1C(=O)c2ccccc2C1=O)N1CCOCC1 → 1
PglD DTNB with CO[C@H]1CN(C)C(=O)c2ccc(NC(=O)C3CC3)cc2OC[C@@H](C)N(Cc2ccc(F)cc2)C[C@H]1C → -1

(more compounds)
Each structure is followed by: Statin myotox sup, PglD DTNB, SIRT5 block, S100A4 MyoIIA, DENV2 CPE rescue, E-selectin induc, ERp5 inh
Cc1ccc(S(=O)(=O)N2CCN(C(=O)COC(=O)/C=C/c3cccc([N+](=O)[O-])c3)CC2)c(C)c1
    -9, 3, -3, -1, 5, -0.4, 5
CN1C(=O)c2cc(NC(=O)Cc3ccccc3)ccc2OC[C@@H]2O[C@H](CC(=O)NCC3CC3)CC[C@H]21
    5, 3, 1, 2, ?, 0.1, -2
CCOP(=O)(OCC)C(NC(=O)Nc1ccc(Cl)c(Cl)c1)C(N)=O (configuration not stated)
    ., ., -1, -8, 2, ., 2
CSc1ccc(S(=O)(=O)NCC(=O)OCC(=O)N(C)CC(=O)Nc2ccc(F)cc2)cc1[N+](=O)[O-]
    -4, 1, -4, -3, 8, 2.4, 5
O=C(c1ccoc1)N1CCC2(CC1)Oc1ccc(F)cc1C(=O)C21CC(c2ccccc2)=NO1 (configuration not stated)
    3, 8, ., 2, ., -0.4, -1
O=C(CC1CCCC1)N1CCN(S(=O)(=O)c2cccc(Br)c2)CC1
    0, 0, ., -10, -5, 1.0, 3
COc1ccc(OCC(O)CNC(=O)Nc2cc(F)ccc2C)cc1 (configuration not stated)
    ., ., ., -11, -2, ., 0
CCN(CC)S(=O)(=O)c1ccc(OC(C)C)c(NC(=O)C2=COCCO2)c1
    -7, -5, 1, -13, -2, 0.3, -2
Cc1cc(=O)[nH]c(SCc2ccc(Cl)cc2)n1
    ., ., -4, -1, 10, 2.3, 10
FC(F)(F)c1ccc(-c2cccc3c2C2CC3CCN2C(=S)NCCc2ccccc2)cc1 (configuration not stated)
    -2, 7, 0, -5, -6, -0.1, -2
COc1ccccc1NC(=O)C1CCN(S(=O)(=O)c2ccc3c(c2)CC(C)N3C(C)=O)CC1 (configuration not stated)
    2, 3, 3, -7, -1, ., 1
CS(=O)(=O)c1cccc(-c2nnc(NC(=O)CCS(=O)(=O)c3ccccc3)o2)c1
    -25, ., -2, -9, -3, 0.1, 2
COc1cc(C(=O)NCC(=O)NNC(=O)CN(C)S(=O)(=O)c2ccc(Cl)cc2)cc(OC)c1OC
    -5, -5, -1, -1, 2, -1.8, -15
C[C@H](CO)N1C[C@H](C)[C@H](CN(C)S(=O)(=O)c2ccc(Cl)cc2)Oc2ccc(NS(=O)(=O)c3ccccc3)cc2CC1=O
    -21, 2, ., ., ., -0.6, .
O=C(NC1CCCCC1)C(C1CC1)N1CCc2ccccc2C1 (configuration not stated)
    5, -2, -2, -3, 0, 2.2, 8
O=S(=O)(NCc1ccc(Cl)cc1)NCc1ccccc1F
    -1, -8, -5, 6, -1, ., -5
CO[C@H](CN(C)S(=O)(=O)c1cn(C)cn1)[C@@H](C)CN(C(=O)Nc1ccc(C(F)(F)F)cc1)[C@H](C)CO
    -20, -2, 5, 8, 6, ., 0
CCCOc1ccccc1OCC(=O)N1CCN(S(=O)(=O)c2ccc(Cl)cc2)CC1
    -5, 3, -2, 5, 5, ., -5
C[C@H]1CN([C@@H](C)CO)C(=O)CCCn2nncc2CO[C@H]1CN(C)C(=O)Nc1ccc(-c2cccs2)cc1
    -2, 3, -2, 3, -2, -0.3, -3
C[C@H]1CN([C@@H](C)CO)C(=O)CCCn2nncc2CO[C@H]1CN(C)C(=O)Nc1ccc(N2CCN(C)CC2)cc1
    -14&-16, 3, 2, -1, 2, 0.0, -2
CC1(C)OC(=O)C2=C(CC(CCc3ccccc3)OC2c2cccc(C(F)(F)F)c2)O1 (configuration not stated)
    ., ., -4, 3, 1, -0.1, 7
CCCCN(C=O)c1c(CC)nc2c(OCCC3CCCCC3)cccn12
    10, -4, ., -3, 2, 0.1, -2
COc1ccccc1-c1ccc2c(c1)O[C@@H](CN(C)S(=O)(=O)c1ccc(C)cc1)[C@H](C)CN([C@H](C)CO)S2(=O)=O
    -65, 1, 1, 15, 9, -0.1, -5
CO[C@@H]1CN(C)C(=O)c2ccc(NC(=O)Nc3cc(F)ccc3F)cc2OC[C@@H](C)NC[C@H]1C
    -99, -2, 5, -5, -4, -0.1, 7
COc1cccc(OCC(=O)NNC(=O)CCc2ccccc2)c1
    ., ., -1, -3, 9, ., 4
Cc1nn(CC(=O)NN)c(C)c1Br
    ., 1, -1, 0, 12, 16, -3
CC1CCCC(C)N1CCCNC(=O)CN1C(=O)c2cccnc2Oc2ccc(Cl)cc21 (configuration not stated)
    -2, -1, ., 0, 3, 0.0, 2
Cc1cccc(NCN2C(=O)C3C4C=CC(C4)C3C2=O)c1 (configuration not stated)
    20, 3, -4, -3, ., ., 8
